# Bioassay records: PubChem, National Center for Advancing Translational Sciences (NCATS)
# Lipid storage S3: qHTS Assay for Lipid Storage Modulators in Drosophila S3 Cells. Drosophila S3 cells, BODIPY lipid droplet fluorescence, 18-24 h; cells fed with added oleic acid. Potency in µM for hits, for the others lipid storage change, negative = inhibition, % at the top dose, mostly 46.1 µM. hit rate 0.64% among 320,000. AID 2685, 2010; active = well fitted inhibition curve with a large enough effect in the signal ratio, with a control signal flat, not every such curve was filed as active; inconclusive = small, poorly fitted or top-dose-only effect, or effect the other way, or a change in a side signal; the % refers to the signal ratio
#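 Drosophila S3 cells loaded with oleic acid (400 uM, as added) and compounds at several concentrations; lipid droplets imaged by 488-nm laser-scanning cytometry, 500–530 nm intensity and object ratio to cell channel. Percent activity normalized to 20 uM Triacsin C.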
# Lipid storage S3 cell count max: recorded beside Lipid storage S3, whose call it bears; cell number change, %; measured here: cell count max response;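 cells counted by Cell Tracker Red CMTPX staining in the red channel; peak over a dose series mostly up to 46.1 µM; percent activity relative to internal control wells on each plate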
# Numbers without * were called inactive; i = inactive; u = inconclusive; x = not tested or not shown; [ ] = remark or other dose. % is scaled to controls: 0 for no effect and ±100 for the full control effect; potency is read from the fitted curve at half-maximal effect. These rows are one share of the data; count on the stated rates, not on these rows.
nr	molecule	Lipid storage S3	Lipid storage S3 cell count max
1	CC1(C)NC(=O)N(CC(O)COc2ccccc2C(=O)N2CCCCC2)C1=O (stereo unspecified)	-3%	-1
2	CCOC(=O)N1CCC(NC(=O)CC(NS(=O)(=O)c2ccc(C)cc2)c2ccco2)CC1 (stereo unspecified)	u	x
3	COc1ccc(-c2[nH]ncc2C=O)cc1	u	x
4	O=C(O)c1cccc(N2C(=O)C3C4C=CC(C4=C(c4ccccc4)c4ccccc4)C3C2=O)c1 (stereo unspecified)	u	x
5	Cc1cc(C)c(C(=O)COC(=O)c2cc([N+](=O)[O-])ccc2N2CCOCC2)cc1C	u	x
6	CC(=O)Oc1ccc(-c2csc(Nc3cccnc3)n2)cc1	7%	-5
7	CCOc1ccc(S(=O)(=O)N2CCN(c3ccccc3)CC2)c2cccnc12	2%	8
8	O=C(CSCc1c(Cl)cccc1Cl)Nc1ccc2c(c1)OCO2	6%	-2
9	O=C(CCS(=O)(=O)c1ccccc1)Nc1ccc(N2CCN(Cc3ccccc3)CC2)cc1	u	x
10	CCOc1ccc(NC(=O)COC(=O)Cn2cnnn2)cc1OCC	u	x
11	CNC(=O)/C(C#N)=C\c1cc(C)n(-c2ccc(N3CCOCC3)cc2)c1C	-1%	6
12	COc1cc(/C=C2\SC(=N)N(c3ccc4c(c3)OCO4)C2=O)cc(OC)c1O	5%	9
13	Cc1ccc(C(C)C)c(OCC(=O)N/N=C/c2cccn2C)c1	u	x
14	O=C(Nc1ccccc1)C1=C[C@@H](c2ccc(C(F)(F)F)cc2)C[C@@H](OCc2ccc(CO)cc2)O1	3%	6
15	CCn1cc(Br)c(C(=O)Nc2ccc(Cl)c(Cl)c2)n1	9%	-3
16	COc1ccc(/C=C/C(=O)NC(=S)Nc2ccc(S(=O)(=O)Nc3ccc(OC)nn3)cc2)cc1	11%	7
17	CC(=O)N1CCC(=NNS(=O)(=O)c2cccc([N+](=O)[O-])c2)CC1	u	x
18	O=C(NCCCN1CCOCC1)c1ccc(/C=C2\Oc3ccccc3N(Cc3ccccc3F)C2=O)cc1	u	x
19	Cc1cc(C)c(NC(=O)COC(=O)Cc2ccsc2)c(C)c1	u	x
20	CCC(=O)c1ccc(OCC(O)Cn2nc(C)c(Br)c2C)cc1 (stereo unspecified)	u	x
21	O=C(NCc1cccs1)N[C@@H](Cc1ccccc1)C(=O)O	i	-18
22	CN(C)CCCN(C(=O)c1ccc([N+](=O)[O-])s1)c1nc2cc3c(cc2s1)OCCO3	u	x
23	O=C(NC(=S)Nc1nc(-c2ccccc2)cs1)c1cccnc1	u	x
24	O=C(CSCc1ccco1)c1ccc(Cl)s1	u	x
25	CC(=O)Nc1ccccc1OCc1nnc(-c2cccs2)o1	u	x
26	O=C(c1cc(-c2cccs2)on1)N1CCCc2ccccc21	i	x
27	CCN(CC)CC(C)OC(=O)c1ccccc1Cl (stereo unspecified)	u	x
28	O=C(C1CCCN(c2ncnc3c2nc2n3CCCCC2)C1)N1CCN(c2ccc(Cl)cc2)CC1 (stereo unspecified)	u	x
29	CCN(CC)C(=O)CSc1nc2cc(S(=O)(=O)N3CCOCC3)ccc2n1CC	i	9
30	Cc1cccc(N2CN=C3SCC(=O)N3C2)c1	u	x
31	COc1cccc(CN2CCN(c3cccc(C(F)(F)F)c3)CC2)c1OC	-9%	-21
32	O=C(NC(NCc1ccccc1)C(Cl)(Cl)Cl)c1cccnc1 (stereo unspecified)	15%	-5
33	COCCN(C(=S)Nc1ccc(OC)cc1)C1CCN(C(C)C)CC1	-8%	-11
34	CCOc1ccc(CCNC(=O)c2cccc(NC3=NC4CS(=O)(=O)CC4S3)c2)cc1OCC (stereo unspecified)	u	x
35	COc1ccc(C)cc1NC(=O)C(Sc1nnc2ccccn12)c1ccccc1 (stereo unspecified)	u	x
36	O=C(CSc1nncs1)NCc1ccc(F)cc1	u	x
37	O=C(O)CCn1c(=S)oc2ccccc21	-7%	3
38	CC(=O)NC(=S)Nc1ccc(-c2nc3ccc(C)cc3s2)cc1	u	x
39	O=C(Nc1nnc(SCc2ccc(Cl)cc2Cl)s1)C1COc2ccccc2O1 (stereo unspecified)	-16%	-8
40	Cc1noc(C)c1COC(=O)COc1cccc2c1OC(C)(C)C2	u	x
41	O=C(CN1C(=O)NC2(CCCC2)C1=O)Nc1nc(-c2ccccc2)cs1	i	-4
42	COc1cc(Cl)c(C)cc1NC(=O)c1ccc(NS(=O)(=O)c2ccc(F)c(F)c2)cc1	u	x
43	Cc1cccc(NC(=S)N/N=C/c2cccc([N+](=O)[O-])c2)c1	u	x
44	CCCCC[n+]1ccn(-c2nc3ccccc3nc2[N-]S(=O)(=O)c2ccccc2)c1	u	x
45	O=C(c1ccc(Cl)s1)N1CCCC(N2CCN(c3ccc(F)cc3)CC2)C1 (stereo unspecified)	i	13
46	N#CC(C#N)=Cc1ccccc1OCc1ccccc1	-12%	0
47	COc1cccc(C(=O)NC(=O)Nc2cc(C)on2)c1	u	x
48	CCOc1ccc(NC(=O)C2C(c3ccccc3)C2(Cl)Cl)cc1 (stereo unspecified)	16µM*	-16*
49	O=[N+]([O-])c1ccc(Cl)c(/C=N/N2CCN(Cc3ccccc3Cl)CC2)c1	u	x
50	O=C(Nc1ccc(NC(=O)c2ccco2)cc1)c1ccc2c(c1)OCCO2	u	x
51	COc1ccc2cc(C(=O)C3CCCN(C(=O)CSc4nnc(C)o4)C3)ccc2c1 (stereo unspecified)	4%	6
52	Cc1cnc(NC(=O)CSc2nnc(C)s2)s1	u	x
53	COC(=O)Cc1ccc(N(Cc2ccccc2F)S(=O)(=O)c2ccc(Br)cc2)cc1	u	x
54	Cc1csc(N)n1	1%	0
55	O=C(Nc1ccc(Cl)cc1)/C(=C/c1ccc([N+](=O)[O-])cc1)c1nc2ccccc2s1	u	x
56	O=C(C1CC(=O)N(c2ccc(Cl)cc2)C1)N1CCC(c2nc3ccccc3[nH]2)CC1 (stereo unspecified)	2%	x

# Additional results follow:
nr	molecule	Lipid storage S3	Lipid storage S3 cell count max
57	CC1CN(C(=O)COC(=O)c2ccc(O)cc2)CC(C)O1 (stereo unspecified)	u	x
58	CN=C(Nc1ccccc1OC)SC1CC(=O)N(c2ccc(C(=O)OC)cc2)C1=O (stereo unspecified)	i	x
59	CN(C)S(=O)(=O)c1ccc(NC(=O)Cc2ccc(S(=O)(=O)N3CCOCC3)s2)cc1	u	x
60	O=C(Cn1[nH]c(=O)c2ccccc2c1=O)OCC(=O)N(Cc1ccccc1)Cc1ccccc1	-30%	x
61	O=c1[nH]c(CS(=O)(=O)c2ccccc2)nc2ccccc12	4%	-7
62	CNc1ccc2nnc(C(F)(F)C(F)(F)C(F)(F)F)n2n1	u	x
63	COc1ccc(C(C[N+](=O)[O-])c2c(C)cc3ccccn23)cc1 (stereo unspecified)	u	x
64	CCOC(=O)c1ccc(Nc2nnc(C(C)(C)C)c(=O)[nH]2)cc1	u	x
65	COc1ccc(C2CC(c3cccs3)=NN2C(=O)c2ccco2)cc1OC (stereo unspecified)	1%	-3
66	CCOC(=O)/C(C#N)=C1\CC2CCC1(C)C2(C)C (stereo unspecified)	1%	6
67	FC(F)(F)c1cccc(CN2CCC(c3cc(-c4cccs4)n[nH]3)CC2)c1	u	x
68	Cc1ccc(C)c(S(=O)(=O)N2CCN(C(=O)Cc3ccsc3)CC2)c1	i	-18
69	Cc1oc2ccc(OC(=O)c3cccs3)cc2c1C(=O)OC(C)C	2%	-1
70	CCOc1ccccc1/C=C(/NC(=O)c1ccccc1)C(=O)N(CC)CC	0%	-7
71	O=C(COc1ccc(Br)cc1)Nc1ccc(NC(=O)c2ccccc2)cc1	5%	11
72	CCOc1cccc(C(=O)Nc2ccc3oc(-c4cccnc4)nc3c2)c1	-10%	-22

# 3 records picked at random from those above:
nr	molecule	Lipid storage S3	Lipid storage S3 cell count max
66	CCOC(=O)/C(C#N)=C1\CC2CCC1(C)C2(C)C (stereo unspecified)	1%	6
67	FC(F)(F)c1cccc(CN2CCC(c3cc(-c4cccs4)n[nH]3)CC2)c1	u	x
65	COc1ccc(C2CC(c3cccs3)=NN2C(=O)c2ccco2)cc1OC (stereo unspecified)	1%	-3

# More compounds
nr	molecule	Lipid storage S3	Lipid storage S3 cell count max
73	COc1ccc(N2CCN(C(=O)COC(=O)Cc3cccc(OC)c3)CC2)cc1	u	x
74	Cc1ccc(/C=N\NC(=O)Cc2noc3ccccc23)cc1	4%	6
75	Cc1nc(SCC(=O)N(C)C2(C#N)CCCCC2)c2ccccc2n1	20%	-6
76	CCOC(=O)N1CCN(Cc2nnc(-c3ccccc3C)o2)CC1	7%	4
77	Cc1ccc(Cn2ccsc2=NC(=O)COC(=O)C(C)C)cc1	u	x
78	COc1ccc(C(=O)c2c(NC(C)=O)sc3c2CCN(C(=O)OC(C)(C)C)C3)cc1	7%	-1
79	c1cnc(-c2noc(CN3CCN(C4C5CC6CC(C5)CC4C6)CC3)n2)cn1 (stereo unspecified)	u	x
80	COc1ccccc1CN1CC(C(=O)NCc2ncccc2C)CCC1=O (stereo unspecified)	i	2
81	Cc1cc(-c2ccccc2)c2c3c(c(-c4ccccc4)n2n1)c(=O)n(C)c(=O)n3C	-10%	0
82	COc1ccc2c(c1)c1ncn(CCc3ccccc3)c(=O)c1n2C	u	x
83	Cc1oc2cc3oc(=O)c(CC(=O)NCCCC(=O)O)c(C)c3cc2c1C	u	x
84	OC(COCCOc1ccc(Br)cc1)CN1CCN(Cc2ccccc2)CC1 (stereo unspecified)	u	x
85	O=C(O)C1CCCN1S(=O)(=O)c1ccccc1 (stereo unspecified)	-2%	14
86	CSc1nc(-c2ccccc2)cn1-c1ccc(NC(C)=O)cc1	u	x
87	Cc1cc(NC(=O)CSc2nc3c(c(-c4cccnc4)c2C#N)CCC3)no1	u	x
88	CSCC[C@H](NS(=O)(=O)c1ccc(C)cc1)C(=O)N1CCC(C(=O)N[C@@H](Cc2ccccc2)C(=O)O)CC1	u	x
89	S=c1[nH]nc(CSCCOc2ccc(Cl)cc2Cl)o1	4%	x
90	Cc1nn(CC(=O)Nc2ccc(Cl)cc2)c(=O)c2cc(-c3ccccc3)nn12	u	x
91	CCOC(=O)c1ccccc1NC(=O)CSc1nc(N)cc(=O)[nH]1	13%	3
92	CCCCNC(=O)[C@H](CSCc1ccccc1)N1Cc2ccccc2C1=O	24%	x
93	O=C(Nc1cc2c(oc1=O)CCCC2=O)c1cccc(Cl)c1	u	x
94	Cc1ccccc1OC/C(O)=C(\C#N)c1nc2ccccc2[nH]1	u	x
95	Cn1nc(CC(=O)Nc2ccc3c(c2)OCCO3)c2ccccc2c1=O	u	x
96	CCOC(=O)N1CCN(C(=O)C2CCCN(c3nc4ccc(OCC)cc4s3)C2)CC1 (stereo unspecified)	u	x
97	CN(C)CCNC(=O)c1ccc(CS(=O)(=O)c2c(Cl)cccc2Cl)o1	3%[9.22 µM]	-1
98	COc1ccc(CCNC(=O)c2c(-c3ccccc3)noc2C)cc1OC	12%	-24
99	CCOc1ccc(Nc2ncnc3c2cnn3Cc2ccccc2)cc1	-11%	-1
100	CCOc1ccc(CNc2ccc(S(N)(=O)=O)cc2)cc1	13%	11
101	Cc1ccc(N2C(=O)C(c3c(C)[nH]n(-c4ccccc4)c3=O)(C(F)(F)F)C3=C2CC(C)(C)CC3=O)cc1 (stereo unspecified)	i	18
102	CC1(c2ccc3c(c2)OCCCO3)NC(=O)N(CC(=O)NCCc2ccccc2)C1=O (stereo unspecified)	u	x
103	Cc1ccc(N2C(=O)/C(=C/c3cccnc3)SC2=S)cc1	u	x
104	CC(Oc1ccccc1)C(=O)NC1C(=O)N2C1SC(C)(C)C2C(=O)O (stereo unspecified)	11%	-4
105	C/C(=N\Nc1nc(N2CCOCC2)nc(N2CCOCC2)n1)c1cccs1	2%	10
106	CC(=O)Oc1cccc(Nc2ncnc3ccccc23)c1	2%	-11
107	CN(C(=O)c1ccc(NC(=O)Cc2ccc(NC(=O)C3CCN(C(=O)C4CC4)CC3)cc2)cc1)C1CC1	u	x
108	COc1ccc(CNC(=O)c2cc(C(C)=O)c[nH]2)cc1	2%	4
109	Cc1ccc(CNC(=O)Cc2nc3nc(C)cc(C)n3n2)cc1	-1%	2
110	CC(=O)Oc1ccc(C(=O)Nc2ccccc2NC(=O)c2ccc(OC(C)=O)cc2)cc1	-10%	5
111	CCN(CC(=O)NCc1ccc(F)cc1)CC(=O)Nc1ccccc1-c1ccccc1	-4%	-15
112	COc1ccc(C(=O)NC(=S)N2CC(C)OC(C)C2)cc1 (stereo unspecified)	u	x

# Seven compounds already listed, sorted by formula weight, smallest number first:
nr	molecule	Lipid storage S3	Lipid storage S3 cell count max
108	COc1ccc(CNC(=O)c2cc(C(C)=O)c[nH]2)cc1	2%	4
106	CC(=O)Oc1cccc(Nc2ncnc3ccccc23)c1	2%	-11
109	Cc1ccc(CNC(=O)Cc2nc3nc(C)cc(C)n3n2)cc1	-1%	2
103	Cc1ccc(N2C(=O)/C(=C/c3cccnc3)SC2=S)cc1	u	x
104	CC(Oc1ccccc1)C(=O)NC1C(=O)N2C1SC(C)(C)C2C(=O)O (stereo unspecified)	11%	-4
105	C/C(=N\Nc1nc(N2CCOCC2)nc(N2CCOCC2)n1)c1cccs1	2%	10
111	CCN(CC(=O)NCc1ccc(F)cc1)CC(=O)Nc1ccccc1-c1ccccc1	-4%	-15
